Assay outcomes from PubChem.
HCV inhibitor = blocks hepatitis C virus | 3.4% of 340,000 active | Potency, µM (doses to about 41.8 µM), for the others: top-dose activity change, negative = inhibition, actives largely listed as inhibitors | AID 651820 | Huh7.5.1 HCVcc-Cre infection, luciferase reporter, 44 h; further: potency means the concentration at half of the fitted maximal effect; on the % scale 0 is the no-effect control and ±100 the full control effect
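Cells seeded at 1,000/well and cultured 4 h, then compounds added followed by HCVcc-Cre virus (~0.5 moi). After 44 h further culture, luciferase substrate was added, plates held 15 min at room temperature, and luminescence read for 15 sec.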
Cycloheximide cs = counter-screen hit for Shiga toxin inhibitors, cycloheximide | max response, % | 12% of 300,000 active | AID 2314 | cell reporter, cycloheximide protein synthesis inhibition counterscreen; in the data active means max response mostly above about 13%, no sharp cut-off; inactive means mostly below about 14%; further: read at 38.3 µM for the half of the compounds with a filed dose; 0% is about no effect
Pf growth 96h = P. falciparum growth inhibition at 96 hour, primary screen for plastid delayed-death inhibitors | 6.9% of 320,000 active | P. falciparum luciferase reporter growth, 96 h | Potency, µM (doses to about 28.7 µM), for the others: top-dose activity change, negative = inhibition, most hits filed as inhibitors; further: potency means the concentration at half of the fitted maximal effect; on the % scale 0 is the no-effect control and ±100 the full control effect
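P. falciparum expressing integrated firefly luciferase, in erythrocytes at 2% hematocrit, 0.05% parasitemia, incubated with compounds 96 h at 37 C, 5% CO2. Growth inhibition read as loss of luminescence; two-generation exposure targets delayed-death apicoplast inhibitors.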
Pf growth 48h = P. falciparum growth inhibition at 48 hours (one generation); P. falciparum luciferase growth in erythrocytes, 48 h; Potency, µM (highest dose often 28.7 µM), without a hit: at the highest dose activity change, negative = inhibition, hits mostly inhibitors; 5.9% of 310,000 active; AID 504832; further: potency means the concentration at half of the fitted maximal effect; on the % scale 0 is the no-effect control and ±100 the full control effect
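In quantitative HTS format, infected erythrocytes bearing luciferase-reporter parasites were treated for a single generation at 37 C. Luminescence after adding detection reagent served as the growth measure.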
Shiga inhibitor = blocks Shiga toxin action in Vero cells | Vero cells, Shiga toxin protein synthesis inhibition reporter | inhibition, % at 38.7 µM | 9.2% of 290,000 active | AID 2315; in the data active means inhibition mostly above about 28%, no sharp cut-off; inactive means mostly below about 43%; further: 0% is about no effect
Tb PYK inh = T. brucei pyruvate kinase inhibition. AID 624173. 0.12% of 410,000 active. Q57TT1. TbPYK enzyme, Kinase-Glo Plus ATP luminescence, 45 min. Potency, µM (titrated, usually from 76.8 µM), for inactives: at the top dose activity, negative = inhibition, usual class: inhibitors; further: potency means the concentration at half of the fitted maximal effect; on the % scale 0 is the no-effect control and ±100 the full control effect; nearly all actives have a fitted effect of over 50% in size
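Activity of T. brucei pyruvate kinase was followed by Kinase-Glo Plus luminescence after the enzyme reacted 45 min at room temperature with 130 uM ADP (final) and substrate. Test compounds were added before ADP at multiple concentrations.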
LmPK inh = inhibitors of Leishmania mexicana pyruvate kinase; Potency, µM (titrated, usually from 57.5 µM), inactives show top-dose activity change, negative = inhibition, hits mostly inhibitors; Q27686; 0.37% of 290,000 active; purified LmPK, Kinase-Glo ATP luminescence, 1 h; further: potency means the concentration at half of the fitted maximal effect; on the % scale 0 is the no-effect control and ±100 the full control effect
Target sequence (Q27686 whole entry, looked up): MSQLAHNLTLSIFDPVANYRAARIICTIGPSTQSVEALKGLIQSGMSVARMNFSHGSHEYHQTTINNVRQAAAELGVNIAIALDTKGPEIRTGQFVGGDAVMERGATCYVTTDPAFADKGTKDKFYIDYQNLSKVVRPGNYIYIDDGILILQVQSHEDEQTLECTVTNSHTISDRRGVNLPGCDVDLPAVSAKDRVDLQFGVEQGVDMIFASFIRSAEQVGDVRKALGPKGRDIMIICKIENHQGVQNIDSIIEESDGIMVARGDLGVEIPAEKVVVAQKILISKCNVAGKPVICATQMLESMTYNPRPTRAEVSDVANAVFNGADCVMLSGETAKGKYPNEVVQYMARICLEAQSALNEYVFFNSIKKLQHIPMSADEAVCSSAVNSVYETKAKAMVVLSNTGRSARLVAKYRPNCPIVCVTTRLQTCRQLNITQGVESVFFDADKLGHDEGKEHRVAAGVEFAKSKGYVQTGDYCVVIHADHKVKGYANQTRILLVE
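ATP generated from ADP (0.1 mM) and PEP (0.5 mM) by 0.1 nM LmPK over 1 h at room temperature (pH 7.2 imidazole buffer) was detected by coupled luciferase luminescence. Values were normalized to uninhibited and no-enzyme wells.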
* hit, by the source's call; ? = inconclusive; · = not tested or not shown; & = joins results of further samples; [ ] = remark or other dose. Unless noted, the call rests on the fitted dose curve; in most records, active means well fitted curve in the direction sought with a large enough effect; inconclusive means small, poorly fitted or top-dose-only effect, or another doubt; inactive means no such curve, though single readings can be large; an effect the other way counts as inactive or inconclusive.

SMILES	HCV inhibitor	Cycloheximide cs	Pf growth 96h	Pf growth 48h	Shiga inhibitor	Tb PYK inh	LmPK inh
CCOc1c2ccc(C(=O)NCc3ccc(C)cc3)cc2nn1CCOC	-10%	-5	5%	10%	12	1%	-2%
CCOc1ccc(CNC(=O)CCn2c(=O)oc3ccccc32)cc1	1%	-5	?	-10%	13	-3%	0%
Cc1cc(C)cc(OCC(=O)N(C)CC(=O)Nc2ccc(Cl)c(C(F)(F)F)c2)c1	?	·	-13%	?	·	2%	·
Cc1nc(C)c2c(=O)cc(-c3ccccc3)[nH]c2n1	-22%	14	6%	7%	8	4%	-8%
CN(/N=C/c1ccncc1)C1=NS(=O)(=O)c2ccccc21	-9%	16	15%	-3%	-10	6%	-4%
CCN(CC)CCOC(=O)c1ccc(NC(=O)C(C)NC(=O)C23CC4CC(CC(C4)C2)C3)cc1 (stereo unspecified)	25%	-4	12µM*	-26%	-8	1%	0%
COc1ccc(NC2CC(=O)N(C)C2=O)cc1 (stereo unspecified)	18%	14	61%[activator]	21%	-20	0%	-9%
Cc1cc(C)nc(SCC(=O)N/N=C/c2cccs2)n1	-6%	6	31%[activator]	46%[activator]	11	-5%	1%
COc1cccc(-c2csc(NC(=O)Oc3ccccc3)n2)c1	10%	48*	108%[activator]	40%[activator]	137*	7%	0%
COc1ccc(S(=O)(=O)NC(C)C)cc1C(=O)NC1CCCCC1	6%	-3	-13%	-7%	-5	-4%	-1%
Nc1cc(N)nc(SCC(=O)NCc2ccco2)n1	7%	4	74%[activator]	0%	1	6%	5%
CCOC(=O)c1cc2c(nc1N)CC(C)(C)OC2	-5%	13	?	29%	16	-9%	-5%
O=C(CSc1nnc(CNC(=O)c2c(F)cccc2Cl)o1)Nc1ccc2c(c1)OCCO2	?	10	-15%	39%[activator]	4	3%	-2%
CCCC(C)C(=O)Nc1ccccc1C(=O)OCC (stereo unspecified)	12%	3	·	·	2	-4%	1%
Cc1cc(C)n(CC(O)COc2ccc(F)cc2)n1 (stereo unspecified)	19%	-4	?	17%	-13	6%	0%
C=CCN1C(=O)c2ccc(C(=O)N3CCN(S(=O)(=O)c4ccccc4Br)CC3)cc2C1=O	12%	·	-30%	8%	·	1%	·
CCCn1c(C2CC(=O)N(c3ccc(C)cc3)C2)nc2ccccc21 (stereo unspecified)	10%	-1	?	?	-14	·	-1%
Cn1cnc(S(=O)(=O)Nc2ccccc2N2CCOCC2)c1	20%	0	32%[activator]	6%	2	-9%	1%
Nc1ncnc2c1ncn2CCc1ccccc1	1%	29*	?	22%	44*	-2%	2%
CCOCCCNC(=S)N(CCCN(C)C)Cc1cc2cc3c(cc2[nH]c1=O)OCCO3	-1%	-4	?	-10%	-5	-6%	0%
CCn1cc(S(=O)(=O)Nc2nc3ccc(OC)cc3s2)cn1	21%	-3	-2%	0%	-6	0%	-1%
CC(CCc1ccccc1)NC(=O)/C=C/c1ccccc1 (stereo unspecified)	8%	8	250%[activator]	?	10	4%	1%
c1ccc(-c2nnc3sc(Cc4cccs4)nn23)cc1	?	18	-26%	-22%	27	-6%	5%
CC(C)(C)NC(=O)C1Cc2ccccc2CN1 (stereo unspecified)	20%	-2	25%	?	-15	-8%	-8%
COc1ccc(CNC(=O)C(C)N(Cc2ccco2)C(=O)c2snc(C(N)=O)c2N)cc1 (stereo unspecified)	-29%	4	?	0%	11	1%	-2%

(cont.)
SMILES	HCV inhibitor	Cycloheximide cs	Pf growth 96h	Pf growth 48h	Shiga inhibitor	Tb PYK inh	LmPK inh
O=C(CSc1nccc(=O)[nH]1)Nc1cccc(S(=O)(=O)N2CCOCC2)c1	15%	1	-1%	-2%	-10	1%	16%
CCOC(=O)N1CCN(C(=O)c2cc(COc3cccc(C(F)(F)F)c3)on2)CC1	-7%	46*	9%	?	60*	-6%	5%
CCCOc1ccc(-c2c(C(=O)N/N=C/C3CC=CCC3)nnn2-c2nonc2N)cc1 (stereo unspecified)	10%	-4	4%	5%	1	-3%	1%
Cc1cc(Nc2ccc(N(C)C)cc2)n2ncnc2n1	3%	44*	7%	2.3µM*	98*	-10%	-1%
O=[N+]([O-])c1cc(S(=O)(=O)Nc2ccccc2)ccc1-n1nnc2ccccc21	5%	-3	?	0%	-7	-1%	4%
COc1ccc(/C=N/NC(=O)CCn2nc(C)cc2C)cc1	1%	3	1%	23%	13	-1%	5%
CN(C)S(=O)(=O)c1ccc(C(=O)NCCS(=O)(=O)N2CCN(c3ccc(F)cc3)CC2)cc1	-21%	-3	7%	11%	-9	-2%	0%
COc1ccc(/C=N/n2c(-c3ccc(C)cc3)n[nH]c2=S)cc1OC	-4%	1	?	15%	-6	?	-12%
Fc1ccc(C(CCCn2nnc(-c3cccnc3)n2)c2ccc(F)cc2)cc1	?	8	-9%	15µM*	40	-4%	2%
O=C(CNC(=O)c1ccc(Br)cc1)OCc1cc([N+](=O)[O-])cc2c1OCOC2	-29%	-3	6%	28%	-7	2%	-1%
CN(c1ccc(C(=O)NCCSCc2ccc(Cl)cc2)cc1)S(=O)(=O)c1ccccc1	?	3	?	4%	6	2%	-2%
Cc1c(C(=O)NCc2ccccn2)oc2ccc(S(=O)(=O)N3CCOCC3)cc12	15%	-2	27%	-16%	-4	4%	-10%
Cc1ccc(S(=O)(=O)Nc2ccc(Br)cc2C(NCC(=O)O)c2ccccc2)cc1 (stereo unspecified)	-24%	2	-1%	-18%	16	-1%	10%
CC(=O)N1CCN(CC(O)Cn2c3ccccc3c3ccccc32)CC1 (stereo unspecified)	-8%	-2	-11%	1%	-6	-1%	0%
C[C@]12CCC(=O)C=C1CC[C@@H]1[C@@H]2[C@@H](O)C[C@]2(C=O)[C@@H](C(=O)CO)CC[C@@H]12	?	·	28%	-26%	·	-10%	·
Fc1ccccc1COc1ccc(Br)cc1CNCC1CCCO1 (stereo unspecified)	-17%	-5	-35%[1.15 µM]	?	26	5%	-1%
O=C(Nc1ccccc1)C1C2CCC3C(CCC21)C3(Cl)Cl (stereo unspecified)	-19%	2	21%	?	-5	-11%	1%
CCN1CCN(C(c2cccs2)C(C)NS(=O)(=O)c2ccc(C)cc2)CC1 (stereo unspecified)	5%	-4	18%	4%	-4	-6%	4%[11.5 µM]
COCCNC(=O)CN(C(=O)CCC(=O)Nc1ccccn1)c1ccc(C)cc1	16%	-2	-20%	11%	-8	2%	-3%
O=C(CC1SC(=O)N(Cc2cccc3ccccc23)C1=O)Nc1nccs1 (stereo unspecified)	-17%	2	-15%	13%	-7	3%	3%
Cc1oncc1C(=O)NC1CCCCC1	12%	-3	19%	-3%	14	1%	0%
CCCn1ncc(CN2CCC(CO)(Cc3ccc(OC)cc3)CC2)c1C	-2%	9	0.37µM*	-3%	7	-1%	0%
CC(C)Cn1[nH]c2c3c(ccc2c1=O)C(=O)c1ccccc1C3=O	11µM*	27*	?	10µM*	61	-9%	-28%
COc1ccc(NC(=O)c2cc(S(=O)(=O)N3CCCCC3)c[nH]2)cc1Cl	5%	1	11%	?	-4	2%&-1%	-3%
CCN(CC(=O)Nc1c(F)cccc1F)C(=O)Cn1c(=O)cnc2ccccc21	1%	·	-5%	-5%	·	2%	·

New compounds follow
SMILES	HCV inhibitor	Cycloheximide cs	Pf growth 96h	Pf growth 48h	Shiga inhibitor	Tb PYK inh	LmPK inh
CCC(CC)c1nnc(NC(=O)c2cccnc2SC)s1	-1%	-2	1%	0%	-7	-14%	2%
COc1ccc(NC(=O)CSc2nnc(NC(C)=O)s2)c([N+](=O)[O-])c1	12%	-4	-3%	16%	11	-2%	-2%
Cc1cc(C)nc(-n2nc(C)cc2NC(=O)CNC(C)c2ccccc2)n1 (stereo unspecified)	-25%	-2	-7%	?	-22	-2%	-2%
Cc1ccccc1OCCC(=O)N(Cc1ccccc1)c1c(N)n(Cc2ccccc2)c(=O)[nH]c1=O	?	-3	?	?	2	0%	-4%
CN(Cc1c(C(=O)N/N=C/c2ccccc2F)nnn1-c1nonc1N)c1ccccc1	1%	-2	-23%	3%	2	0%	7%
Cn1c2ccc(F)cc2c2ncn(CCN3CCOCC3)c(=O)c21	6%	3	29%	17%	-30	-3%	-1%
O=C(Cn1cnc2cc([N+](=O)[O-])ccc2c1=O)Nc1ccccc1Cl	-14%	-1	?	4%	-6	2%	-1%
Cc1c(OC(C)C(=O)NCCCn2ccnc2)ccc2c3c(c(=O)oc12)CCC3 (stereo unspecified)	?	-2	12µM*	12µM*	-5	-3%	0%
Cc1noc(C)c1C(=O)OCC(=O)Nc1cccc(S(=O)(=O)N(C)C)c1	6%	13	14%	26%	17	-2%	-10%
COc1ccc(OC)c(C(=O)CN2CCN(S(=O)(=O)c3ccc(Br)cc3)CC2)c1	-8%&11%	0	16%	-17%	12	1%	1%
CCOc1ccc(C(=O)Nc2ccc(N3CCN(C(C)=O)CC3)cc2)cc1[N+](=O)[O-]	-18%	-3	-11%	0%	-10	-1%	4%
O=C(Cc1ccc(Cl)cc1)Nc1ccc(CN2CCCCC2)cc1	?	-2	12µM*	?	5	3%	1%
Cc1nnc(N2C(=O)C(=O)/C(=C(\O)c3ccc4c(c3)CC(C)O4)C2c2ccccc2)s1 (stereo unspecified)	18%	25*	?	33%[activator]	50*	-3%	-11%
COc1ccc(N2CCN(C(=O)CNS(=O)(=O)c3ccc(Br)s3)CC2)cc1	11%	-2	9%	2%	-12	1%&-13%	-1%
COc1cccc(C(=O)Nc2cc(=O)n(C)c(=O)n2C)c1	4%	-3	38%[activator]	-12%	15	0%	-2%
CCCCn1c(N)c(N(CCC(C)C)C(=O)C2CC(=O)N(Cc3ccc(C)cc3)C2)c(=O)[nH]c1=O (stereo unspecified)	14%	·	?	?	·	-3%	·
O=[N+]([O-])c1cccc(-c2nn(-c3ccccc3)cc2CO)c1	-21%	12*	0.47µM*	15%	27	8%	-1%
COc1ccccc1C(=O)NC(=S)Nc1ccc(Cc2ccncc2)cc1	?	20*	3%	?	42*	4%	2%
Cc1cc(C)cc(N(C(=O)CNC(=O)c2ccco2)C(C(=O)NC2CCCCC2)c2ccncc2)c1 (stereo unspecified)	7%	-9	0%	?	-4	-4%	-2%
